Tn6 DDE FP – inhibitors of Tn6 peptide binding to human fibrin DD(E). P02675. Fibrin DD(E) TRITC-Tn6 fluorescence polarization displacement. inhibition, % at 8.3 µM. AID 720509. 0.21% of 370,000 active;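 active = inhibition above a per-campaign cutoff: mean of compounds within control limits plus 3 SD, cut at about 15% in these data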;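 also: 0% = median of all compound wells on the plate and 100% = blocking peptide control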
LEDGF integ inh – blocks HIV-1 LEDGF/p75-dependent DNA integration | TR-FRET IN-LEDGF/p75 DNA integration, Eu/Cy5 | 0.64% of 370,000 active | inhibition, % at 3.7 µM;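 active = inhibition above the screen-wide mean plus 3 SD, cut at about 13% in these data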;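 also: signal is the Cy5 over europium emission ratio at 671 and 618 nm; 0% = plate median of compound wells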
TCR CD3 inh – blocks the human TCR-CD3 interaction; TAMRA-labeled TCR probe fluorescence, biochemical; inhibition, % at 9.4 µM; 0.37% of 360,000 active; in the data active = inhibition above about 19%;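 also: recombinant mutant TCR 2C K166C tagged with TAMRA read by polarization; 0% = receptor in buffer alone and 100% = receptor with positive control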
Tn7 DDE FP – disrupts Tn7 cyclic peptide binding to fibrin D-Dimer-E complex. P02675. FP displacement of FITC-Tn7 peptide from fibrin DD(E); 0% = median of compound wells per plate. inhibition, % at 8.3 µM. 0.13% of 370,000 active;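 active = inhibition above the mean of compounds falling within the control limits plus 3 SD of them, cut at about 14% in these data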;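 also: 0% = plate median of compound wells and 100% = 10 µM Aha-Tn7 peptide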
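Assay system: human fibrin DD(E). Input: DD(E) 2 µM final. Medium: Tris buffer with calcium and detergent, pH 7.8. Compound dosing: single point at 8.3 µM. Timing: 10 min plus 3 h, room temperature. Technique: fluorescence polarization of the labelled Tn7 tracer. Read-out: percent inhibition. Replicates: singlicate testing.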
MBD2 inh – blocks human MBD2 binding to methylated DNA; Q9UBB5; TR-FRET, MBD2 binding to methylated oligonucleotide; 0.31% of 370,000 active; AID 686964; inhibition, % at 4.4 µM; in the data active = inhibition above about 13%
proKLK7 act – activators of human kallikrein-7 zymogen | AID 652039 | activation, % at 7 µM | P49862 | purified proKLK7, EDANS-DABCYL substrate fluorescence; 100% is mature enzyme control, 0% vehicle | 0.9% of 370,000 active;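 active = activation above the mean of all tested compounds plus 3 SD, computed per campaign excluding outliers beyond control limits, cut at about 13% in these data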
Target sequence (P49862 whole entry, looked up): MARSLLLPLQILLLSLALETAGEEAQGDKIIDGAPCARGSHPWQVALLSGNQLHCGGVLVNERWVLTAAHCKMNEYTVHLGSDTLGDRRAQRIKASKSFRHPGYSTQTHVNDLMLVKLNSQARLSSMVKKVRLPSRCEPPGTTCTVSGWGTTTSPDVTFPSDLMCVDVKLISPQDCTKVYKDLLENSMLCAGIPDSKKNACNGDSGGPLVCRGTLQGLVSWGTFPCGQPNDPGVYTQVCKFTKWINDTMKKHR
TDP2 absorb – blocks human TDP2 phosphodiesterase activity. O95551. recombinant TDP2, T5PNP hydrolysis, p-nitrophenol absorbance 415 nm. inhibition, % at 12.8 µM. 0.34% of 370,000 active. AID 720702;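 active = inhibition above the mean of all tested compounds plus 3 SD, set per campaign, cut at about 25% in these data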;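 also: 0% = DMSO with enzyme and 100% = buffer with substrate but no TDP2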
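Read-out basis: percent inhibition. System: recombinant human TDP2. Buffer or medium: Mg2+-containing Tris-HCl buffer, pH 7.5. Repeats: single replicate. Timing: reaction 2 h, 37 °C. Benchmarks: high control without enzyme, low control DMSO plus TDP2. Probe or stimulus: 5 mM T5PNP. Doses: 12.8 µM only. Measured by: epi absorbance of p-nitrophenol freed from T5PNP by hydrolysis.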
SIAE inh – human SIAE inhibition, primary screen | 0.69% of 370,000 active | SIAE FP-Rh probe binding, fluorescence polarization | Q9HAT2 | inhibition, % at 9.66 µM | AID 1053197;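 active = inhibition above a cutoff: mean of compounds within the control limits plus 3 SD of those, cut at about 17% in these data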;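 also: 0% = plate median of compound wells and 100% = probe without SIAE protein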
UHRF1 binding – UHRF1 methyl-DNA binding inhibition | Q96T88 | UHRF1 binding to methylated oligo, TR-FRET | inhibition, % at 4.4 µM | 0.75% of 370,000 active | AID 687016; in the data active = inhibition above about 21%;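 also: UHRF1 SRA domain binding a hemimethylated CpG hairpin DNA probe; 0% = median of test compound wells and 100% = reference inhibitor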
Target sequence (Q96T88 whole entry, looked up, the tested form may be a part): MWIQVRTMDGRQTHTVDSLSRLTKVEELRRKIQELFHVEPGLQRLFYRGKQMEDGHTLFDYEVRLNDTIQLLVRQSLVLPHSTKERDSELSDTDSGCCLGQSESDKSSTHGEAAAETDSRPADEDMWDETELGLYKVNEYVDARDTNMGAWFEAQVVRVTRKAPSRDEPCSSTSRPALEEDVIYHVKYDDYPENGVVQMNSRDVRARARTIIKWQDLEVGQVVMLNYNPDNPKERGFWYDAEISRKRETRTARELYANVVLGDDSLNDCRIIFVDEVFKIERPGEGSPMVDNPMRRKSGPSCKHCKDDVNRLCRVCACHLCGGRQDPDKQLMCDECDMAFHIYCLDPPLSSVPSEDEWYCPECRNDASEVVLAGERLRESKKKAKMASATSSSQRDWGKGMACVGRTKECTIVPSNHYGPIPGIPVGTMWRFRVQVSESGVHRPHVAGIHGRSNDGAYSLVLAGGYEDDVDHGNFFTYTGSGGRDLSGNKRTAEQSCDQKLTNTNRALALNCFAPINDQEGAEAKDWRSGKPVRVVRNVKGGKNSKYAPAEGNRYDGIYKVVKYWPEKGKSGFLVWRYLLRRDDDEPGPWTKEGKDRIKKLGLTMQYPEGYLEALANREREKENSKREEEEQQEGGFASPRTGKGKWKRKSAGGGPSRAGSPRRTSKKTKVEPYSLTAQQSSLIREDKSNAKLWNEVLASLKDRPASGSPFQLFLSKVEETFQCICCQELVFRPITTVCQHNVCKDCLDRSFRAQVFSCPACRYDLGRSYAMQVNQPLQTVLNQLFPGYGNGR
PRMT1 FP inh – PRMT1 (human) inhibition, primary screen; 1.3% of 370,000 active; inhibition, % at 2.79 µM; recombinant PRMT1, activity-based probe fluorescence polarization; AID 652257;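 active = inhibition above about 21% made by adding two undisclosed values, limit read from the data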
Starred values were filed as active, the others as inactive; / = not tested or not shown. Rows were taken by chance; 4.6% or so of the library scored in one or more.

SMILES	Tn6 DDE FP	LEDGF integ inh	TCR CD3 inh	Tn7 DDE FP	MBD2 inh	proKLK7 act	TDP2 absorb	SIAE inh	UHRF1 binding	PRMT1 FP inh
CCOc1ccc(C2CC(=O)c3c([nH]c(C(=O)OC)c3C)C2)cc1OC (centres undefined)	-4	2	3	-4	-6	0.1	2	-6	1	-2
CN(Cc1ccccc1)C(=O)OCc1cn(Cc2ccccc2F)nn1	-2	0	/	-3	0	0.6	-6	1	0	-2
O=C(c1cc(F)ccc1F)N1CCCC(c2nc(-c3cccs3)no2)C1 (centres undefined)	4	-1	/	2	0	0.1	0	-1	-2	3
CC(C)(C)n1nc2c(c1NC(=O)CCCc1ccccc1)CS(=O)C2 (centres undefined)	-7	-2	-6	13	0	-0.2	6	-1	0	0
CC(=O)c1c(N2CCN(c3cccc(Cl)c3)CC2)nc(=S)n(-c2ccccc2)c1C	3	1	-5	-5	0	-0.2	-4	1	0	12
CCCNC(=O)C1(C)CCCN(C(=O)c2cc(C)nn2C(C)(C)C)C1 (centres undefined)	3	28*	-7	-2	6	-0.6	2	6	0	4
CCOc1ccc(OCc2ccc(C(=O)N/N=C(\C)c3ccccn3)cc2)cc1	-2	6	7	-8	3	-0.8	-4	0	-3	-1
CN(CC(=O)Nc1ccccc1C(=O)NC1CC1)Cc1ccc(Cl)s1	4	0	2	-2	-6	0.3	6	-11	0	-1
CCCc1cc(=O)[nH]c(SCC(=O)c2c[nH]c3ccccc23)n1	-2	-1	3	1	3	0.2	10	-9	-1	-1
COc1ccc(/C=C(\C#N)C(=O)NCC(c2ccc(F)cc2)N2CCOCC2)cc1 (centres undefined)	-10	1	6	-4	-1	0.3	-4	1	-2	-1
Cc1ccc(S(=O)(=O)NC(CC(N)=O)C(=O)O)cc1 (centres undefined)	-2	3	6	-5	-4	0.1	5	5	-3	-1
N#C/C(=C\c1cccs1)C(=O)Nc1ccccn1	0	-3	2	3	-2	0.1	0	2	-2	1
CCOc1ccc(NS(=O)(=O)c2cccc(C(=O)N(C)Cc3ccco3)c2)cc1	-1	-3	2	0	2	0.3	4	-1	-1	1
Cc1cccc(NC(=O)COC(=O)CCc2ccccc2)c1C	-2	1	6	2	-5	0.7	-5	-1	-1	-2
CC(=O)Nc1ccc(-c2nc(C)c(C(C)=O)n2O)cc1	2	-1	7	2	-2	-0.3	4	16	-3	3
Cc1cc(C)n(CCNC(=O)CC2C(=O)NCCN2Cc2ccc(C)o2)n1 (centres undefined)	5	0	1	-2	0	0.7	3	1	-3	2
O=S(=O)(c1ccc(F)c(F)c1)N1CCN(S(=O)(=O)c2cccs2)CC1	-8	1	-1	-7	-1	-0.3	-7	-3	2	-3
COCCN(C(=O)COC(=O)/C=C/c1ccc(C(F)(F)F)cc1)c1c(N)n(Cc2ccccc2)c(=O)[nH]c1=O	-3	-5	-4	2	0	1.0	-10	-1	-1	-1
CNc1nc(N/N=C/c2cc([N+](=O)[O-])ccc2F)nc(Nc2ccccc2)n1	-12	2	0	-10	-1	-0.6	-1	-5	-1	0
COc1ccccc1P(=O)(c1ccccc1)c1ccccc1NC(C)=O (centres undefined)	-3	7	-3	0	8	0.0	-3	-2	5	0

LEDGF integ inh: hit marks shown above.
SMILES	Tn6 DDE FP	LEDGF integ inh	TCR CD3 inh	Tn7 DDE FP	MBD2 inh	proKLK7 act	TDP2 absorb	SIAE inh	UHRF1 binding	PRMT1 FP inh
CCCNC(=O)C1(C)CCCN(C(=O)c2cc(C)nn2C(C)(C)C)C1 (centres undefined)	3	28*	-7	-2	6	-0.6	2	6	0	4

Later entries
SMILES	Tn6 DDE FP	LEDGF integ inh	TCR CD3 inh	Tn7 DDE FP	MBD2 inh	proKLK7 act	TDP2 absorb	SIAE inh	UHRF1 binding	PRMT1 FP inh
CC1CN(c2ccc(C(F)(F)F)cc2[N+](=O)[O-])CCN1S(C)(=O)=O (centres undefined)	5	-4	7	4	-2	-0.7	-9	11	-1	-3
CC1CN(C(=O)CSc2ncnc3sccc23)CC(C)O1 (centres undefined)	-6	4	-5	1	8	0.2	4	-1	5	3
COc1cc(/C=N/NC(N)=S)cc(Br)c1OCc1ccccc1F	1	-4	4	-5	0	0.1	-3	9	-1	7
COc1ccc(-c2ccc(-c3noc(-c4cccs4)n3)c(OC)n2)cc1	-5	2	-6	-2	4	0.0	7	3	0	2
OC1(c2cccc(C(F)(F)F)c2)CCN(Cc2nnnn2CCc2ccccc2)CC1	3	-1	1	6	6	-0.2	-4	-5	8	2
CC1CN(C(=O)N2c3ccccc3Sc3ccccc32)CC(C)O1 (centres undefined)	10	0	7	8	-2	-0.3	-1	-1	0	-2
CCCCCCC[C@@H](C/C=C/CCC(=O)N(C)C/C(=C/Cl)C/C(=C\C(=O)N1C[C@H](O)CC1=O)OC)OC	1	-6	-5	-1	3	-0.2	-8	0	2	5
COc1ccc(/C=C/C(=O)Nc2ccc3nc4n(c(=O)c3c2)CCCC4)cc1	0	-2	4	6	1	-28	-4	-7	-1	0
COc1cccc(C2(C)NC(=O)N(CC(=O)Nc3ccc(N4CCOCC4)cc3)C2=O)c1 (centres undefined)	6	0	0	2	0	0.4	-8	1	-2	-2
COC(=O)[C@]12C[C@H](CC(=O)NCc3ccc(OC)c(OC)c3)C(=O)N(Cc3ccco3)C1=C[C@H](C(C)C)O[C@@H]2C1CC1	-6	-4	/	-8	-3	-0.6	-15	2	0	1

Sorted by length of the SMILES (ascending): 11 of the compounds above
SMILES	Tn6 DDE FP	LEDGF integ inh	TCR CD3 inh	Tn7 DDE FP	MBD2 inh	proKLK7 act	TDP2 absorb	SIAE inh	UHRF1 binding	PRMT1 FP inh
CC1CN(C(=O)CSc2ncnc3sccc23)CC(C)O1 (centres undefined)	-6	4	-5	1	8	0.2	4	-1	5	3
CC1CN(C(=O)N2c3ccccc3Sc3ccccc32)CC(C)O1 (centres undefined)	10	0	7	8	-2	-0.3	-1	-1	0	-2
COc1ccccc1P(=O)(c1ccccc1)c1ccccc1NC(C)=O (centres undefined)	-3	7	-3	0	8	0.0	-3	-2	5	0
Cc1cc(C)n(CCNC(=O)CC2C(=O)NCCN2Cc2ccc(C)o2)n1 (centres undefined)	5	0	1	-2	0	0.7	3	1	-3	2
COc1ccc(/C=C/C(=O)Nc2ccc3nc4n(c(=O)c3c2)CCCC4)cc1	0	-2	4	6	1	-28	-4	-7	-1	0
CC1CN(c2ccc(C(F)(F)F)cc2[N+](=O)[O-])CCN1S(C)(=O)=O (centres undefined)	5	-4	7	4	-2	-0.7	-9	11	-1	-3
CNc1nc(N/N=C/c2cc([N+](=O)[O-])ccc2F)nc(Nc2ccccc2)n1	-12	2	0	-10	-1	-0.6	-1	-5	-1	0
COc1cccc(C2(C)NC(=O)N(CC(=O)Nc3ccc(N4CCOCC4)cc3)C2=O)c1 (centres undefined)	6	0	0	2	0	0.4	-8	1	-2	-2
COCCN(C(=O)COC(=O)/C=C/c1ccc(C(F)(F)F)cc1)c1c(N)n(Cc2ccccc2)c(=O)[nH]c1=O	-3	-5	-4	2	0	1.0	-10	-1	-1	-1
CCCCCCC[C@@H](C/C=C/CCC(=O)N(C)C/C(=C/Cl)C/C(=C\C(=O)N1C[C@H](O)CC1=O)OC)OC	1	-6	-5	-1	3	-0.2	-8	0	2	5
COC(=O)[C@]12C[C@H](CC(=O)NCc3ccc(OC)c(OC)c3)C(=O)N(Cc3ccco3)C1=C[C@H](C(C)C)O[C@@H]2C1CC1	-6	-4	/	-8	-3	-0.6	-15	2	0	1

(continued)
SMILES	Tn6 DDE FP	LEDGF integ inh	TCR CD3 inh	Tn7 DDE FP	MBD2 inh	proKLK7 act	TDP2 absorb	SIAE inh	UHRF1 binding	PRMT1 FP inh
CCOc1ccc(S(=O)(=O)N2CCN(C(=O)Cc3n[nH]c(=O)c4ccccc34)CC2)cc1	3	-2	-11	7	2	0.2	5	3	0	-1
Nc1ccc(Sc2cnn(-c3ccccc3)c(=O)c2Cl)cc1	7	1	-1	-10	4	0.1	-14	-1	4	-1
O=C(Nc1ccc2c(c1)OCO2)C1CC1(Cl)Cl (centres undefined)	4	0	5	9	-8	-0.6	2	0	-5	-2
CC1CCCC(N2CCN(C(=O)c3cccc(F)c3)CC2)C1 (centres undefined)	-2	0	2	-6	-5	-0.1	8	-1	-2	2
CC(C)C[C@@H](CO)N1CCN(Cc2ccc(O)cc2)CCC1=O	3	3	4	0	2	0.8	-1	1	0	-1
Cc1noc(C)c1C(=O)Nc1cc(Cl)ccc1N1CCOCC1	6	3	5	-4	-2	0.3	3	-3	4	-1
O=C(NC(NC(=S)Nc1ccccc1Cl)C(Cl)(Cl)Cl)c1cccc(Cl)c1 (centres undefined)	-4	-2	10	-4	5	0.1	-14	-71	2	3
CC1CCCCC1NC(=O)c1ccc2c(c1)[nH]c(=O)n2C1CCCC1 (centres undefined)	7	-6	5	2	0	-0.5	-4	9	0	-1
O=c1c2cc3ccccc3n2cnn1Cc1ccccc1F	-7	-1	7	0	0	0.3	-3	11	-2	-3
O=S(=O)(c1ccc(Cl)s1)N1CCC(c2cn3ccccc3n2)CC1	4	1	/	0	-8	-2.0	10	3	0	0
O=C(COc1ccc2c3c(c(=O)oc2c1)CCCC3)N[C@@H](Cc1ccccc1)C(=O)O	-1	0	8	2	-4	-0.6	-2	2	0	1
COc1cc(Cl)c(C)cc1N1C(=O)CN(Cc2ccccc2)C1=S	1	-4	10	-6	0	-0.5	15	1	0	-2
Cc1ccc(SCC(=O)OCC(=O)N(CC(C)C)C2CCS(=O)(=O)C2)cc1C (centres undefined)	11	-1	-5	1	6	0.0	-8	6	0	5
CC(C)C1Nc2c(C(=O)O)cccc2C(Nc2ccccc2C(=O)O)C1(C)C (centres undefined)	1	4	3	-5	-3	6.9	11	5	-3	-3
S=c1nc[nH]c2c1[nH]c1ccccc12	9	-2	4	3	-9	-0.3	4	2	-7	3
CC(=O)c1cccc(NC(=O)Cn2nc(-c3ccccc3Cl)ccc2=O)c1	9	2	9	3	2	0.1	10	8	1	1
C=CCn1c(SCC(N)=O)nnc1-c1ccccc1O	-2	1	11	2	3	0.3	4	13	0	-2

High-throughput results deposited in PubChem by The Scripps Research Institute Molecular Screening Center.
